# High-throughput results as filed in PubChem BioAssay.
# BoNT-F LC inh – BoNT F light chain protease inhibition | 360,000 compounds, 0.22% hits | AID 588497 | inhibition, % at 10 µM | Multiplex microsphere protease cleavage assay, flow cytometry; in the data active means inhibition above about 35%, passing the limit was not always enough; inconclusive means no clear call, values can overlap the other calls; further: plate controls were buffer without enzyme for full effect and enzyme alone for no effect
# Mtb BioA inh – BioA (M. tuberculosis) enzyme inhibition | purified M. tuberculosis BioA enzyme, plate reader | inhibition, % at 9.99 µM | 360,000 compounds, 0.096% hits; in the data active means inhibition above about 40%; inconclusive means no clear call, values can overlap the other calls
# PfHsp40 yeast – rescue of PfHsp40-mediated yeast toxicity; S. cerevisiae expressing PfHsp40, growth rescue, ATP luminescence; growth rescue, % at 12.5 µM; 340,000 compounds, 0.68% hits; AID 504582; in the data active means growth rescue above about 28%, passing the limit was not always enough; inconclusive means no clear call, values can overlap the other calls;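 further: yeast W303a lacking pdr1 and pdr3 grown in galactose medium; growth measured after three days at 30 °C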
# UGM FP inh – Mtb UDP-galactopyranose mutase inhibition; AID 504406; inhibition, % at 10 µM; purified UGM, fluorescence polarization probe displacement; 320,000 compounds, 0.06% hits; in the data active means inhibition above about 10%, passing the limit was not always enough; inconclusive means no clear call, values can overlap the other calls
# FadD28 FP inh – inhibitors of Mycobacterium tuberculosis FadD28 bisubstrate binding | FadD28 bisubstrate probe binding, fluorescence polarization | inhibition, % at 12.5 µM | 360,000 compounds, 0.22% hits; in the data active means inhibition above about 8.5%, passing the limit was not always enough; inconclusive means no clear call, values can overlap the other calls
# GDH-TPI inh – GDH-TPI coupled enzyme inhibition counter-screen | GDH-TPI coupled enzyme counterscreen, NADH absorbance | inhibition, % at 4.8 µM | 360,000 compounds, 1.2% hits; in the data active means inhibition above about 30%;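 further: 0% = DMSO wells and 100% = wells lacking the enzyme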
# Anthrax LF prot – inhibitors of Bacillus anthracis lethal factor protease. inhibition, % at 10 µM. multiplex microsphere protease cleavage assay, LF. 360,000 compounds, 0.12% hits; further: plate controls were buffer without enzyme for full effect and enzyme alone for no effect
# Target sequence (P15917 whole entry, looked up): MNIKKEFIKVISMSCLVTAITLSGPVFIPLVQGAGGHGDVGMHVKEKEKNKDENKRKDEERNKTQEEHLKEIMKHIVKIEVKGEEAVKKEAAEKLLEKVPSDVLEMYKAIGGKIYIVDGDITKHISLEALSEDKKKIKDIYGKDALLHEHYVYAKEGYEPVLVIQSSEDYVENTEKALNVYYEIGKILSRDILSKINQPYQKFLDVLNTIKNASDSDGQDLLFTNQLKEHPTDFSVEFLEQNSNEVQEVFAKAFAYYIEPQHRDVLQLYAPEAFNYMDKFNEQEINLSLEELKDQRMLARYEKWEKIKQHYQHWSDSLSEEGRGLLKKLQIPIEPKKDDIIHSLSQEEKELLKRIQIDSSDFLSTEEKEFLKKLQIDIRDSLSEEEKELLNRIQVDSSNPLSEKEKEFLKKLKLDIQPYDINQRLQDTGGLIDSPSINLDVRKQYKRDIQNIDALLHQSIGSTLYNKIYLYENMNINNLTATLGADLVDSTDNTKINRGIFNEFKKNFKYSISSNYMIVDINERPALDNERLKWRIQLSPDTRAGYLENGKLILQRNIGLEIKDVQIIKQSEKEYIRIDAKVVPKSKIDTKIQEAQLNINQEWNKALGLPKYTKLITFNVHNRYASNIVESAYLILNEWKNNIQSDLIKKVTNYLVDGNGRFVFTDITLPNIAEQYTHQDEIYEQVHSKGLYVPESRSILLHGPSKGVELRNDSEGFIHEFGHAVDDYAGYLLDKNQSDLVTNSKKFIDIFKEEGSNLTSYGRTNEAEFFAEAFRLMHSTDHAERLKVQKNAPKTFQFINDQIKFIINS
# BoNT-A LC inh2 – inhibitors of Botulinum neurotoxin A light chain protease; multiplex microsphere protease substrate cleavage, flow cytometry; 360,000 compounds, 0.17% hits; inhibition, % at 10 µM; AID 588499; further: plate controls were buffer without enzyme for full effect and enzyme alone for no effect
# FBA Mtb inh – Mtb fructose-bisphosphate aldolase inhibition; P9WQA3; purified M. tuberculosis FBA, fluorescence read-out; inhibition, % at 1 µM; 360,000 compounds, 2.3% hits; AID 588726; in the data active means inhibition above about 27%;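 further: 0% = vehicle and 100% = reference inhibitor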
# * = called active by the depositor; ? = inconclusive; nt = no result given; & = joins results of further samples. Unless noted, no stated cut-off is given here; in the data, active means inhibition above about 30%; inconclusive means no clear call, values can overlap the other calls; inactive means below that.
SMILES,BoNT-F LC inh,Mtb BioA inh,PfHsp40 yeast,UGM FP inh,FadD28 FP inh,GDH-TPI inh,Anthrax LF prot,BoNT-A LC inh2,FBA Mtb inh
CN1CCN(c2nc3c(c(=O)n(C)c(=O)n3C)n2Cc2ccccc2)CC1,24,-0.7,0.9,-0.3,-1.3,15,3,-3.4,-1
CCc1ccc(NC(=O)CSc2nc(=O)n(CCCN3CCOCC3)c3c2CCCC3)cc1,4,2.7,-0.8,3.4,1.1,3,-2,-1.6,-1
CC(C)/C(=N\NS(=O)(=O)c1ccc(Br)cc1)c1cccs1,-5,nt,0.9,1.1,0.1,6,-6,-0.8,10
Nn1c(SCC(=O)NCCCc2ccccc2)nnc1-c1cccnc1,0,1.6,25,-0.7,-1.5,-1,-1,0.6,-1
Clc1ccc(-n2nnnc2-c2ccccc2)cc1Cl,-2,1.6,5.0,1.2,-1.5,4,-1,-0.6,-1
c1csc(CNc2ncnc3ccc(-c4ccc5c(c4)OCO5)cc23)c1,1,-1.5,1.3,0.4,-5.3,16,-1,0.3,19
OCCNc1nc2ccccc2nc1NCCO,?,-1.1,-0.6,-3.2,0.8,16,2,1.8,35*
O=C1C(c2ccc(F)cc2)N(Cc2ccc3c(c2)OCO3)C(=O)CN1C1CCCCCC1 (configuration not stated),0,nt,0.3,-2.4,-1.3,14,2,0.1,2
O=C(NC1CCSc2ccccc21)c1cccc(Cl)c1 (configuration not stated),7,-0.3,14,2.1,-5.5,-4,-2,0.6,1
CN(C)c1cccc(NC(=O)c2cccc3c(-c4ccc(F)c(F)c4)coc23)c1,-6,-1.4,nt,nt,-4.3,9,-8,-0.7,-3
CC(C)Sc1nc2c(cnn2-c2ccc(Cl)cc2)c(=O)[nH]1,8,-1.7,0.7,-1.1,-0.8,-1,12,2.8,0
CC1(C)CC2CC(C)(CN2S(=O)(=O)c2cccc(C(=O)O)c2)C1 (configuration not stated),-9,-0.5,-0.1,0.7,-7.4,-3,-10,-1.2,1
COc1ccc(NC(=O)CSc2nc3nc(C)cc(C)c3c(=O)[nH]2)cc1,4,-0.3,-1.3,6.0,-11,8,1,-1.9,1
O=C1c2ccccc2C(=O)c2c1cccc2N1CCN(C/C=C/c2ccccc2)CC1,-13,0.1,-0.2,-0.7,-0.3,4,-6,-2.0,0
CC1=C(C(=O)N(C)C)CC(CC(=O)NCc2cccc3ccccc23)C(=O)N1Cc1ccc(F)cc1 (configuration not stated),1,2.0,nt,nt,-3.6,nt,-1,0.0,1
O=C1C2CC=CCC2C(=O)N1c1ccc(NCCc2cccc(F)c2)c([N+](=O)[O-])c1 (configuration not stated),-6,-1.5,-0.5,0.4,-3.4,-6,-1,-0.5,-3
O=C(COc1ccc([N+](=O)[O-])cc1Cl)NCCN1C(=O)CSC1=O,3,-1.4,-0.4,-1.5,-0.1,15,-4,0.5,4
O=C(NCc1ccccc1)c1ccc(Br)cc1,-2,1.0,1.9,-2.3,-1.7,0,-4,-1.6,6
O=[N+]([O-])c1ccc(NCCN2CCOCC2)c([N+](=O)[O-])c1,2,1.4,-1.4,-1.7,-3.0,7,5,1.4,-8
CCOC(=O)c1c(NC(=O)c2ccn(CC)n2)sc2c1CCC2,3,0.7,1.3,0.0,-0.4,0,-4,1.2,5
CC(C)(C)NC(=O)C1N(c2cccnc2)C(=O)C2C(C(=O)Nc3ccccc3F)C3(C)C=CC21O3 (configuration not stated),-14,-1.3,0.3,1.0,0.2,-7,-3,-2.0,1
Nc1ccccc1C(=O)OCC(=O)N1CCc2ccccc21,7,-1.1,0.2,nt,-1.8,1,-2,-0.6,35*
COc1ccccc1CNS(=O)(=O)c1ccc(-n2cnnn2)c(C)c1,6,-0.1,0.0,-1.6,1.5,-3,-6,0.2,1
Cc1ccc(F)cc1NC(=O)CSc1n[nH]c(N)n1,0,0.3,-0.3,0.8,-4.2,2,-3,3.2,0
O=C(N/N=C/C=C\c1ccco1)c1cccs1,2,nt,0.7,-1.4,0.6,25,0,0.9,2

# Looked up by structure from the list above (5):
SMILES,BoNT-F LC inh,Mtb BioA inh,PfHsp40 yeast,UGM FP inh,FadD28 FP inh,GDH-TPI inh,Anthrax LF prot,BoNT-A LC inh2,FBA Mtb inh
c1csc(CNc2ncnc3ccc(-c4ccc5c(c4)OCO5)cc23)c1,1,-1.5,1.3,0.4,-5.3,16,-1,0.3,19
CN1CCN(c2nc3c(c(=O)n(C)c(=O)n3C)n2Cc2ccccc2)CC1,24,-0.7,0.9,-0.3,-1.3,15,3,-3.4,-1
CC(C)Sc1nc2c(cnn2-c2ccc(Cl)cc2)c(=O)[nH]1,8,-1.7,0.7,-1.1,-0.8,-1,12,2.8,0
CCc1ccc(NC(=O)CSc2nc(=O)n(CCCN3CCOCC3)c3c2CCCC3)cc1,4,2.7,-0.8,3.4,1.1,3,-2,-1.6,-1
Clc1ccc(-n2nnnc2-c2ccccc2)cc1Cl,-2,1.6,5.0,1.2,-1.5,4,-1,-0.6,-1

# Following part.
SMILES,BoNT-F LC inh,Mtb BioA inh,PfHsp40 yeast,UGM FP inh,FadD28 FP inh,GDH-TPI inh,Anthrax LF prot,BoNT-A LC inh2,FBA Mtb inh
CSc1cccc(CNC(=O)C2CCC(=O)N(CC3CCCCC3)C2)c1 (configuration not stated),3,2.5,0.4,0.9,nt,7,-1,1.7,-1
Cc1cc(Cl)c(OCCCN(C)C)c(Br)c1,4,1.6,-1.2,-1.3,-3.8,5,0,0.3,-4
O=S(=O)(NCc1ccccn1)c1cc(OCC(F)(F)F)ccc1OCC(F)(F)F,5,nt,-1.8,-0.5,-2.9,12,1,-0.3,0
COc1ccc(Cc2nnc(NC(=O)c3cccc(F)c3)s2)cc1OC,?,-1.4,-0.7,-1.0,-2.1,0,-4,-1.1,2
C/C=C/C=C/C(=O)OC(C)C(=O)Nc1cc([N+](=O)[O-])ccc1OC (configuration not stated),-5,nt,4.1,-1.1,-3.0,9,2,0.0,-5
C[C@]12c3[nH]c4ccc(Cl)cc4c3CCN1C(=O)[C@@H](CC(=O)NCCN1CCOCC1)C[C@@H]2C(=O)N1CCCCC1,-4,0.1,-1.1,nt,-1.0,1,-4,-0.3,0
O=C(NCCN1CCOCC1)c1ccc2c(c1)ncn2C1CCCCC1,0,2.4,1.1,1.0,-0.3,2,1,-0.2,4
O=C(Nc1ccc(S(=O)(=O)Nc2cnc3ccccc3n2)cc1)c1ccc(F)cc1,?,1.9,-0.3,-3.8,-2.3,5,-2,-1.5,7
Cc1c([N+](=O)[O-])cnc(Sc2ccccc2)c1[N+](=O)[O-],?,0.2,1.1,0.3,-3.9,-2,-17,1.8,-3
Cc1cc(C)c2c(N)c(C(=O)NN3CC(=O)N(c4cccc(Cl)c4)CC3=O)sc2n1,-7,nt,-0.2,0.8,-1.8,3,-5,-0.3,15
CCN1CCN(c2ccc(NC(=O)c3ccccc3F)cc2Cl)CC1,-4,-0.2,-0.3,0.4,-4.0,-5,-4,-0.8,-1
CCCNC(=O)c1nn2c(C(F)(F)F)cc(-c3ccccc3)nc2c1Br,?,0.6,-1.5,-1.6,0.4,11,-9,0.7,-1
COc1c(C(=O)Nc2nccs2)ccc2ccccc12,-20,1.7,1.1,0.7,-1.8,4,9,1.2,1
O=c1[nH]c(=O)n(C2CCCO2)cc1F (configuration not stated),3,-1.2&0.8,0.1,0.4,2.7,5,5,0.5,6
Cc1ccc(-c2nc3ccc(Cl)cn3c2Cc2cccc(Cl)c2)cc1,-2,3.7,nt,nt,-5.0,nt,-3,0.5,5
O=C(NCCCNC(=O)c1ccco1)c1cccc(F)c1,3,nt,0.9,-0.2,-2.7,-2,0,1.5,3
O=C(NCc1ccco1)C(NS(=O)(=O)c1cccc2nsnc12)c1ccccc1 (configuration not stated),0,1.2,-1.3,1.9,-1.9,12,1,1.0,-1
CCCC(=O)NC(c1ccc(OC)c(OC)c1)c1cc(Cl)c2cccnc2c1O (configuration not stated),0,nt,0.0,-1.3,-0.8,-2,3,0.0,-6
Cc1ccc(/C=C/C(=O)N2CCc3ccccc3C2)cc1,-6,-2.5,1.8,-1.3,-3.6,3,1,0.9,1
COC(=O)C1(C(=O)OC)NOC2C(=O)N(c3ccc(Cl)cc3Cl)C(=O)C21 (configuration not stated),4,-1.4,1.3,-1.6,-1.5,2,-3,3.0,-2
O=C(NCC1CCCO1)C(c1ccccn1)N(Cc1ccccc1Cl)C(=O)CN1C(=O)c2ccccc2S1(=O)=O (configuration not stated),-1,2.1,-1.0,-1.9,-6.4,-2,-7,-0.1,-3
COc1ccc(/C=C(\NC(=O)c2ccccc2)C(=O)NC2CCS(=O)(=O)C2)cc1 (configuration not stated),2,-1.8,0.0,-1.2,-1.8,15,-4,-1.6,-1
CC1CCN(c2cc(Br)c([N+](=O)[O-])cc2F)CC1,-8,-0.5,-0.8,-0.4,-4.4,-1,-11,-0.1,-7
COc1ccc(NC(=O)Cc2c(O)c3ccccc3[nH]c2=O)cc1,-2,nt,1.0,0.2,0.6,12,-4,-0.5,9
COc1ccc(Cn2nnnc2C(c2cc3cc(C)cc(C)c3[nH]c2=O)N2CCOCC2)cc1 (configuration not stated),-6,nt,1.6,nt,-0.4,12,2,3.8,5
SMILES,BoNT-F LC inh,Mtb BioA inh,PfHsp40 yeast,UGM FP inh,FadD28 FP inh,GDH-TPI inh,Anthrax LF prot,BoNT-A LC inh2,FBA Mtb inh
Cc1cccnc1NC(=O)c1ccc([N+](=O)[O-])o1,2,-1.1,-1.6,-2.5,-4.6,19,-2,0.9,2
COc1cc(N=Cc2c(O)c3ccccc3oc2=O)c(OC)cc1Cl,?,-1.8,1.2,3.8,-3.2,-2,-7,-3.8,-3
Cc1ccc(-c2cn(CCN)c(-c3ccc(Cl)nc3)n2)cc1,1,-1.1,-0.6,-0.9,0.5,3,-1,-0.1,3
CCOC(=O)/C(C#N)=N/Nc1c(S(=O)(=O)Cc2ccco2)csc1C(=O)OC,4,nt,2.4,3.5,-3.3,8,-4,0.6,-2
CCN(CC)S(=O)(=O)c1ccc(-c2cc(C(=O)OC)sc2C(F)(F)F)cc1,?,-1.1,nt,0.3,0.2,-2,16,-2.6,1
O=C(N/N=C/c1cccnc1)/C(=C\c1cccs1)NC(=O)c1ccccc1,-4,nt,0.6,-0.2,-5.0,47*,-3,-0.7,-1
CCCOc1ccccc1C1CC(=O)Nc2cc3c(cc21)OCO3 (configuration not stated),18,0.4,1.4,-1.6,-0.2,12,-6,-0.4,4
Cc1nnc(SCC(=O)Nc2ccc(OC(F)F)c(Cl)c2)n(N)c1=O,-6,-5.2,-1.1,-1.9,-2.0,2,-6,-1.9,6
CCOC(=O)N1CCC(n2c(=S)[nH]c3ccccc3c2=O)CC1,-5,nt,-1.7,2.6,-2.4,3,0,0.0,1
Cc1cc(C(=O)N=Nc2c(O)n(C)c3ccccc23)c(C)o1,-1,6.0,-0.8,0.4,0.7,4,0,-0.3,-4
N#CC1(C#N)[C@@H](C(=O)C23CC4CC(CC(C4)C2)C3)C12CCOCC2,0,nt,-2.0,-0.1,-0.6,1,-2,-0.1,1
Cc1cccc(NC(=O)CCN2C(=O)c3ccccc3S2(=O)=O)c1C,-8,1.7,0.2,2.8,-0.7,-3,-6,0.1,0
Cc1ccc(-n2c(=O)c3c4c(sc3n3c(C)nnc23)COC(C(C)C)C4)cc1 (configuration not stated),4,-2.2,21,2.6,-1.1,-3,3,0.2,2
O=C(Nc1ccc(F)c(Cl)c1)c1ccc2c(=O)n3c(nc2c1)CCCCC3,4,nt,-0.8,1.3,-5.2,4,-8,-0.7,0
Cc1nn(CC(=O)N2c3ccccc3NC(=O)C2(C)C)c(C)c1[N+](=O)[O-],-4,nt,-0.7,1.2,-0.5,5,0,-0.4,5
COc1ccc(NC(=O)Cn2c(=O)oc3cc(S(=O)(=O)N4CCCC4)ccc32)cc1,-5,0.7,0.7,5.7,-1.0,4,-7,-0.9,1
CCCCCCCNC(=O)C1(CC2CC(c3cccc(Br)c3)=NO2)CCNCC1 (configuration not stated),-23,2.5,-0.7,2.4,-11,-6,-9,-0.6,-3

# Hits appear at their usual frequency. Share with any hit: about 4.7%.
